# TDP1 cell noCPT: qHTS for Inhibitors of human tyrosyl-DNA phosphodiesterase 1 (TDP1): qHTS in cells in absence of CPT; DT40 Tdp1-/- hTDP1 cells, no CPT, ATP luminescence, 48 h; Potency, µM (doses to about 46.2 µM), without a hit: at the top dose activity change, negative = growth inhibition, usual class: inhibitors; hit rate 15% among 420,000; AID 686978, 2013; note: nearly all actives have a fitted effect of over 55% in size
#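 Cells were dispensed at 400 per well, compounds added by pin tool, plates incubated ≥48 hr at 37 °C, then CellTiter-Glo added for 30 min at room temperature before luminescence reading. Line: DT40 Tdp1-/- complemented with hTDP1; camptothecin omitted.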
# TDP1 inh: TDP1 (human) enzyme inhibition; Q9NUW8; recombinant TDP1, AlphaScreen DNA substrate cleavage; Potency, µM (top dose mostly 130 µM), for inactives: at the highest dose activity change, negative = inhibition, actives largely listed as inhibitors; hit rate 0.28% among 350,000; note: nearly all actives have a fitted effect of over 40% in size
# Target sequence (Q9NUW8 whole entry, looked up): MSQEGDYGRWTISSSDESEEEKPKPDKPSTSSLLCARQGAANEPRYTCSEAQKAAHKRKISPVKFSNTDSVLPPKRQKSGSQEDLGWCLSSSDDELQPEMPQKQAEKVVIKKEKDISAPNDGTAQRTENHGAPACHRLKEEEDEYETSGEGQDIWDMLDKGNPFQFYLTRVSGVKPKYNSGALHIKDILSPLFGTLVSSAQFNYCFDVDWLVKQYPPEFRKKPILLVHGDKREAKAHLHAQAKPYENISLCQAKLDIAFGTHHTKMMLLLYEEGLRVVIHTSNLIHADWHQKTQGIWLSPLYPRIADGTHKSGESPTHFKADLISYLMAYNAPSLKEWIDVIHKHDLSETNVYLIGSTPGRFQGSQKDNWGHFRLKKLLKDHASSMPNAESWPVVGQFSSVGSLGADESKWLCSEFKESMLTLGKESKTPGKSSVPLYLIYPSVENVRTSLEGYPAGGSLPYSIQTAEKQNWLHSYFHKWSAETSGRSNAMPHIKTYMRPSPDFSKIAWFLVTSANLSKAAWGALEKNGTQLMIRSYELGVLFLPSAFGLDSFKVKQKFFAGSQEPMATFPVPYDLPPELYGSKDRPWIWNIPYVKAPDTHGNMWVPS
#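 Enzyme-compound mixtures sat 15 min at room temperature, followed by a 5 min reaction with 15 nM final substrate and 10 min with AlphaScreen beads. Recombinant human Tdp1 was used at 1 nM final.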
# DT40 TDP1 CPT: growth inhibition of DT40 Tdp1-/-;hTDP1 cells with camptothecin (screen for TDP1 inhibitors); hit rate 12% among 420,000; chicken DT40 Tdp1-/-;hTDP1 cells + 20 nM CPT, ATP luminescence, 48 h; Potency, µM (titrated, usually from 46.2 µM), for the others: at the top dose activity change, negative = growth inhibition, hits mostly inhibitors; note: nearly all actives have a fitted effect of over 55% in size
#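 Chicken DT40 Tdp1-/- cells complemented with human TDP1, 400 cells/well, exposed to compounds plus 20 nM camptothecin for at least 48 h at 37 C; viability read as ATP content by CellTiter-Glo luminescence.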
# * marks the source's active call; other numbers are inactive results; u = inconclusive; x = no result given; & = joins results of further samples; [ ] = dose if it differs, or a comment. Calls come from the whole dose curve; as a rule, active = well fitted curve in the direction sought with a large enough effect; inconclusive = small, poorly fitted or top-dose-only effect, or another doubt; inactive = no such curve, though single readings can be large; an effect the other way counts as inactive or inconclusive. % is set by controls: 0 for no effect and ±100 for the full control effect; potency is the fitted concentration of half-maximal effect.
SMILES,TDP1 cell noCPT,TDP1 inh,DT40 TDP1 CPT
Cc1ccc(CN(N=Nc2nonc2N)c2nonc2N)c(C)c1,u,x,u
O=S(=O)(c1ccccc1)N1CCN(Cc2ccccc2)c2ccccc21,u,x,u
Cc1cnc(-n2ncc(C(=O)N(C)C3CCOC3)c2C)nc1-c1ccc(F)cc1 (stereo not given),-10%,x,-2%[9.04 µM]
CC(=O)c1cc(-c2ccccc2)n(CCC(=O)NC2CCCCC2)c1C,u,-3%&3%,u
COc1ccc(C2(C(=O)NCCc3ccccc3)CCCC2)cc1,u,x,u
Cc1ccc2nc(NCc3ccc(F)cc3)c3nncn3c2c1,u,-2%,u
O=C(Nc1cc(C(=O)N2CCN(c3ccccc3O)CC2)ccc1Cl)c1cccs1,u,2%,u
CCOc1ccc(CCNS(=O)(=O)c2cnc[nH]2)cc1OCC,-17%,7%,2%
Cc1ccccc1C(=O)N1CCC(C(=O)OCc2ccccn2)CC1,-16%,0%,-3%
Oc1ccccc1-c1nc(N2CCN(Cc3ccccc3)CC2)c2ccccc2n1,u,4%,u

# Part of the list above, as tab-separated lines.
Molecule	TDP1 cell noCPT	TDP1 inh	DT40 TDP1 CPT
Cc1cnc(-n2ncc(C(=O)N(C)C3CCOC3)c2C)nc1-c1ccc(F)cc1 (stereo not given)	-10%	x	-2%[9.04 µM]
CCOc1ccc(CCNS(=O)(=O)c2cnc[nH]2)cc1OCC	-17%	7%	2%
Oc1ccccc1-c1nc(N2CCN(Cc3ccccc3)CC2)c2ccccc2n1	u	4%	u

# The results go on.
SMILES,TDP1 cell noCPT,TDP1 inh,DT40 TDP1 CPT
NC(=O)CSc1oc(-c2cccs2)nc1S(=O)(=O)c1ccccc1,-1%,2%,7%
Oc1ccccc1-c1cc(-c2ccccc2Cl)[nH]n1,u,3%,-30%
O=C(Nc1ccc(F)c(F)c1)c1cc(S(=O)(=O)N2CCc3ccccc32)ccc1F,10µM*,5%,10µM*
COc1ccc(N2CCN(S(=O)(=O)CCNC(=O)c3cccs3)CC2)cc1,-3%,x,-7%
CN(C)CCCNC(NC(=O)/C=C/c1ccccc1)C(Cl)(Cl)Cl (stereo not given),-20%,4%,0%
CCN(c1ccccc1)S(=O)(=O)c1ccc(C(=O)Nc2nnc(-c3ccco3)o2)cc1,18µM*,9%,u
CN(c1ccccc1)S(=O)(=O)c1cccc(NC(=O)CSc2n[nH]c(N)n2)c1,9.2µM*,x,9.2µM*
CC1=CC(C)(C)NC(=S)N1c1ccc(N(C)C)cc1,-23%,x,-2%
Nc1ncnc2c1nc(Sc1ccc(Cl)cc1)n2[C@H]1OC2COP(=O)(O)O[C@H]2[C@@H]1O (stereo not given in full),-10%,x,-21%
O=C(Nc1nnc(C2CC2)s1)c1cncc(Br)c1,-27%,0%,-1%
CN(C(=O)COC(=O)c1ccc(Br)c([N+](=O)[O-])c1)c1c(N)n(Cc2ccccc2)c(=O)[nH]c1=O,-25%,x,-1%
O=C(CSc1nc2[nH]ncc2c(=O)[nH]1)NCCc1ccccc1,-8%,2%,-8%
C=C(C)C1CC=C(C)/C(=N/NC(=O)c2ccc(NC(=O)CCC)cc2)C1 (stereo not given),-14%,4%,-14%
COc1ccc(CCNC(=O)CNC(=O)Cn2cnc3sc(C)c(C)c3c2=O)cc1OC,-13%,3%,8%
Cc1cccc(NC(=O)C[n+]2ccc(N(C)C)cc2)c1,u,6%,15µM*
COc1ccc(-c2n[nH]c3c2C(c2ccc(OC)c(OC)c2)N(c2ccccc2)C3=O)cc1 (stereo not given),u,8%,u
O=S(=O)(Nc1ccc2c(c1)OCO2)c1cccs1,-9%,-6%,-18%
CCCOc1ccc(NC(=O)CC2C(=O)N(c3ccc(C)cc3)C(=O)N2C(C)C)cc1 (stereo not given),u,11%,u
S=C(NCCc1ccccc1)Nc1ccc(N2CCCCC2)cc1,u,x,u
COCCOC(=O)C1=C(C)NC2=C(C(=O)CCC2)C1c1ccc2c(c1)OCO2 (stereo not given),1%,0%,-3%
O=C(Nc1ccc(F)cc1)N1CCCN(c2ccc(C(F)(F)F)cn2)CC1,u,7%,u
Nc1ccn([C@@H]2O[C@H](C(=O)NCC(F)(F)F)[C@@H](O)[C@H]2O)c(=O)n1,8%,x,9%
COc1ccccc1N=NC1=C(O)CC(C)(C)CC1=O,-11%,4%,7%
Fc1ccccc1OCc1nc(-c2ccc(-n3cccc3)cc2)no1,0%,1%,1%
O=C(NCC1CCN(C(=O)c2ccc([N+](=O)[O-])cc2)CC1)C(=O)Nc1ccccc1,21µM*,2%,u
CC(OC(=O)c1ccc(Cl)nc1)C(=O)NC1(C#N)CCCCC1 (stereo not given),-1%,x,8%
CCCn1c(SCC(=O)Nc2cc(S(=O)(=O)N3CCOCC3)ccc2OC)n[nH]c1=O,-22%,-3%,-18%
CN1C(=O)Cc2cc(S(=O)(=O)CCC(=O)Nc3ccccc3)ccc21,-2%,-3%,8%
Cc1ccc(C)c(S(=O)(=O)N2CCN(C(=O)C3CC3C)CC2)c1 (stereo not given),-28%,x,-12%
O=[N+]([O-])c1ccc(C2=NN(c3ccccc3)C(c3ccco3)C2)cc1 (stereo not given),u,x,-27%
CC(C)CCN1CCN(Cc2ccc(C#CC(C)(C)O)s2)CC1CCO (stereo not given),1%,-1%,-6%
CCOc1ccccc1N1CC(C(=O)NC2CCCCCC2)CC1=O (stereo not given),2%,-3%,6%
O=C(Nc1ccc(Cl)c(S(=O)(=O)N2CCCCC2)c1)C1=COCCO1,-10%,x,u
COc1ccc(CN(C)C(=O)C2CSC3(C)CCC(=O)N23)cc1 (stereo not given),-17%,-9%[0.505 µM],-21%
COc1ccc(OC)c(CNS(=O)(=O)c2c(C(=O)N3CCCCCC3)c(C)n(C)c2C)c1,u,5%,u
COc1ccc(C2/C=C\CN(CC3CC3)CC(=O)N2Cc2ccc(F)cc2)cc1 (stereo not given),u,-4%,u
CCCN(CCC)CCCNC(=O)c1cn(C)c2ccc(S(=O)(=O)N(C)C3CCCCC3)cc2c1=O,13%,9%,-6%
CCOC(=O)[C@@H]1[C@H]2COc3ccccc3[C@@H]2N2C(=O)N(c3ccc(Cl)cc3)C(=O)[C@@]12C,-22%,x,-18%
COc1ccc(NC(=O)CN2CCN(c3ccc(C)cc3C)CC2)cc1,-6%,x,-1%
N#Cc1c(NC(=O)CSc2n[nH]c(N)n2)oc(-c2ccccc2)c1-c1ccccc1,-24%,10%,-1%

# Profiles as entered above. Order of screens: TDP1 cell noCPT, TDP1 inh, DT40 TDP1 CPT
# COc1ccc(CN(C)C(=O)C2CSC3(C)CCC(=O)N23)cc1 (stereo not given) reads -17%, -9%[0.505 µM], -21%
# O=C(Nc1ccc(Cl)c(S(=O)(=O)N2CCCCC2)c1)C1=COCCO1 reads -10%, x, u
# CCCN(CCC)CCCNC(=O)c1cn(C)c2ccc(S(=O)(=O)N(C)C3CCCCC3)cc2c1=O reads 13%, 9%, -6%

# Following part.
SMILES,TDP1 cell noCPT,TDP1 inh,DT40 TDP1 CPT
Cc1cc(C)c2c(CN3CCN(Cc4ccccc4)CC3)cc(=O)oc2c1C,u,x,u
O=C(NNC(=O)c1ccco1)c1cccc([N+](=O)[O-])c1,-12%,1%,0%
Cc1ccc(/C=N/NC(=O)CSc2nc3ccccc3s2)o1,-13%,5%,7%
Cc1csc(/C(=N\O)c2csc(C)n2)n1,u,9%,-24%
CC1(C)Cc2ccccc2-c2nc3n(c(=O)c21)CCCS3,u,-2%,u
COCCn1c(=O)c2c(nc3n2CCCN3Cc2ccccc2)n(C)c1=O,3%,x,14%
O=C(Nc1ccc(S(=O)(=O)N2CCCC2)cc1)C1CC(=O)N(c2ccccc2)C1 (stereo not given),12%,-1%,-5%
COC(=O)CNC(=O)c1cccs1,5%,4%,2%
N#C/C(=C(/O)COC(=O)Cc1c[nH]c2ccccc12)c1nc2ccccc2[nH]1,-16%,10%,-18%
COc1ccc(-c2noc(C3CCCN(C(=O)c4c(F)cccc4F)C3)n2)cc1OC (stereo not given),u,x,u

# Two compounds drawn at random from the list so far, as already listed:
SMILES,TDP1 cell noCPT,TDP1 inh,DT40 TDP1 CPT
O=C(Nc1ccc(S(=O)(=O)N2CCCC2)cc1)C1CC(=O)N(c2ccccc2)C1 (stereo not given),12%,-1%,-5%
COCCn1c(=O)c2c(nc3n2CCCN3Cc2ccccc2)n(C)c1=O,3%,x,14%

# Next section.
SMILES,TDP1 cell noCPT,TDP1 inh,DT40 TDP1 CPT
CCC(C)NC(=O)Nc1ccc2c(c1)N(C)C(=O)c1ccccc1S2 (stereo not given),7%,6%,u
Cc1cc2c(cc1S(=O)(=O)N1CCN(c3cccc(C(F)(F)F)c3)CC1)OCC(=O)N2,u,0%,18µM*
CC1CC(C)CN(c2ccc(-n3cnnn3)cc2[N+](=O)[O-])C1 (stereo not given),u,5%,-17%
O=C(N/N=C/c1cn(-c2ccccc2)nc1-c1cccs1)c1ccc(Cl)cc1,u,4%,u
COCCCNC(=O)/C=C/[C@H]1O[C@@H](n2cnc3c(NC(=O)c4ccccc4)ncnc32)[C@H](O)[C@@H]1O,19%,x,8%
COC(=O)COc1cc(OCC(=O)OC)c2c(-c3ccccc3)cc(=O)oc2c1,3%,5%,-5%
Cc1ccc(C(=O)N/N=C/c2nc3ccccc3n2C)cc1,18µM*,-9%,u
O=C(NCc1ccccc1)c1cccc(COc2ccc(Cl)cc2)c1,u,-5%,-14%
CC1(C)Cc2c(C#N)c(N3CCN(C(=O)c4ccco4)CC3)nc(Cc3ccccc3)c2CO1,u,2%,u
CCOc1cc(C(=O)Nc2cccc3ncccc23)cc(OCC)c1OCC,-19%,0%,-11%
CCCOc1cccc(C(=O)N(Cc2ccco2)C2CCS(=O)(=O)C2)c1 (stereo not given),-24%,-1%,-15%
Cc1ccc(Sc2ccc([N+](=O)[O-])cc2[N+](=O)[O-])nc1,2.9µM*,8%,2.6µM*
O=C1NC(=O)C2(CCC(C(=O)O)C2)N1 (stereo not given),6%,2%[56.1 µM],14%
CC(OC(=O)c1cnccn1)C(=O)c1ccccc1 (stereo not given),-1%,0%,10%
O=C(Nc1ccccc1)c1ccc(Cl)c(S(=O)(=O)Nc2ccccc2)c1,u,5%,u
O=C(CSc1nc2scc(-c3ccccc3)c2c(=O)[nH]1)Nc1ccccc1,u,-5%,u
CC1CCCN(S(=O)(=O)c2ccc(NC(=O)Cn3nnc(-c4ccccc4F)n3)cc2)C1 (stereo not given),23µM*,11%,u
CCOC(=O)c1sc(=S)n(-c2ccc(OC)cc2)c1N,u,7%,-12%
COc1cccc(CN(C)C(=O)c2ccccc2Sc2ccccc2C#N)c1,u,3%,u
CCc1cccc(NC(=O)C2CCCN(c3ncnc4c3nc3n4CCCCC3)C2)c1 (stereo not given),u,0%,u
CCCS(=O)(=O)NC(=O)C1(C)CCCN(C(=O)c2c(C)noc2C)C1 (stereo not given),-8%,x,7%
O=C(O)C1CC(=O)N(c2ccc(OCc3c(F)cccc3Cl)cc2)C1 (stereo not given),-1%,-6%,9%
CC1CCC2(CC1)NC(=O)N(CC(=O)Nc1ccc(N3CCOCC3)cc1)C2=O (stereo not given),5%,4%,7%
CC(C)(C)NS(=O)(=O)c1ccc(N2C(=O)c3ccccc3C2=O)cc1,0%,2%,-14%
Cc1ccc(CNC(=S)Nc2cc(C)ccc2OC(F)F)cc1,u,3%,0%
CC(=O)N1CCC2(CCCN(c3ccc(-c4ccccc4)cc3)C2)CC1,16µM*,x,u
CCOC(=O)c1c(-c2ccccc2)csc1NC(=O)c1cc(=O)c2ccc(C)cc2o1,-19%,9%,-17%
COc1ccccc1-n1c(SCC(=O)O)nc2c(sc(=S)n2-c2ccccc2C)c1=O,20%,x,-12%
CCOc1ccc(C2/C(=C(/O)c3ccc4c(c3)CC(C)O4)C(=O)C(=O)N2CCCn2ccnc2)cc1 (stereo not given),-4%,4%,-13%
CCN1C(=O)/C(=C/C=C2/CCCN2C)OC1=S,5.2µM*,5%,u
O=C(CCNC(=O)c1ccccc1Cl)NCc1cccnc1,-7%,x,4%
CC(C)Cn1nc(NC(=O)C2CCCO2)c2cc3ccccc3nc21 (stereo not given),u,-5%,u
COc1cccc(NC(=S)N2CCCC2c2ccc(OC)c(OC)c2)c1 (stereo not given),29µM*,-5%,-18%
COC(=O)Nc1ccc(S(=O)(=O)N2CCCCC2C(=O)O)cc1 (stereo not given),11%,-3%,0%

# Source: PubChem BioAssay

# This is a random part of the collection; overall some 18% were active at least once.
